Source: PubChem BioAssay (National Center for Advancing Translational Sciences (NCATS))
KB-3-1 cytotox = KB-3-1 parental cell cytotoxicity; KB-3-1 viability, CellTiter-Glo ATP luminescence, 72 h; Potency, µM (series often up to 46.1 µM), inactives show top-dose activity change, negative = cytotoxic, hits mostly cytotoxic; 400,000 compounds, 1.4% hits; AID 1347075; further: potency means the concentration at half of the fitted maximal effect; on the % scale 0 is the no-effect control and ±100 the full control effect; nearly all actives have a fitted effect of over 60% in size
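Using CellTiter-Glo luminescence, growth of non-resistant KB-3-1 adenocarcinoma cells is assessed 72 h after pin-tool compound addition at 37 °C. Normalized responses across the concentration series yield fitted curves.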
HT1080 IDH1KD tx = kills HT-1080 cells with IDH1 knockdown; HT-1080 IDH1 knockdown viability, ATP luminescence, 48 h; Potency, µM (titrated, usually from 46.1 µM), inactives show at the top dose activity, negative = toxicity, hits mostly cytotoxic; 360,000 compounds, 2% hits; AID 686971;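 further: potency means the concentration at half of the fitted maximal effect; 0% = DMSO wells and -100% = cell-free medium wells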
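In this qHTS, HT-1080 cells depleted of IDH1 are exposed for 48 h at 37 °C to compound titrations. Toxicity is scored from CellTiter-Glo luminescence, with DMSO as full viability and medium alone as none.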
S2 tox = cell viability loss in ATXN counter-screen; 400,000 compounds, 0.49% hits; S2 cells (HEK-293 line with an ATXN2-luciferase reporter) viability, CellTiter-Fluor protease fluorescence, 24 h; Potency, µM (doses to about 56.7 µM), hits mostly cytotoxic; further: potency means the concentration at half of the fitted maximal effect; nearly all actives have a fitted effect of over 40% in size
MCF10A rerep = DNA re-replication induction in MCF 10a cells. MCF 10A DNA re-replication, Hoechst nuclear intensity, 48 h. Potency, µM (highest dose often 46.1 µM), without a hit: top-dose activity, positive = re-replication, most hits filed as activators. 350,000 compounds, 2.9% hits; further: potency means the concentration at half of the fitted maximal effect; % of control where 0% means no effect; nearly all actives have a fitted effect of over 50% in size
HepG2 viability = kills HepG2 cells in TGF-b inhibitor counter-screen; AID 588856; 410,000 compounds, 0.76% hits; HepG2 CAGA-GFP viability, ATP luminescence, 18 h; Potency, µM (highest dose often 46.1 µM), without a hit: top-dose activity change, negative = cytotoxicity, actives largely listed as cytotoxic; further: potency means the concentration at half of the fitted maximal effect; some results filed as inactive show a strong effect at the top dose
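HepG2 CAGA-GFP cells (1000/well, DMEM with 1% FBS) received compound, then TGF-beta at 500 pg/mL final, and were incubated 18 hours at 37 degrees C. Viability was read by CellTiter-Glo luminescence. Media-only wells were set as complete cell-killing and DMSO as no toxicity.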
SW480 rereplic = DNA re-replication induction in SW480 cells; SW480 DNA re-replication, Hoechst DNA content imaging, 48 h; 340,000 compounds, 1.8% hits; Potency, µM (top dose mostly 46.1 µM), for inactives: top-dose re-replication activation, most hits filed as activators; further: potency means the concentration at half of the fitted maximal effect; % of control where 0% means no effect; nearly all actives have a fitted effect of over 55% in size
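Image-based DNA-content assay: after two days of treatment, nuclei were labelled with the DNA dye Hoechst and imaged, and hits were compounds raising the count of nuclei showing high fluorescence intensity.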
HT1080-NT tox = kills 2HG-producing HT-1080-NT fibrosarcoma cells; HT-1080-NT fibrosarcoma viability, CellTiter-Glo ATP luminescence, 48 h; Potency, µM (top dose mostly 46.1 µM), for the others: at the highest dose activity, negative = less viability, most hits filed as cytotoxic; 360,000 compounds, 1.6% hits; AID 686970;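 further: NT is the 2HG producing partner of a matched IDH1 knockdown line; potency means the concentration at half of the fitted maximal effect; 0% = DMSO-treated cells and -100% = media-only wells without cells; nearly all actives have a fitted effect of over 55% in size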
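Read-out is CellTiter-Glo luminescence after 10 minutes at room temperature, following 48 hours' compound treatment of HT-1080-NT cells (750 cells/well, RPMI, 5% FBS, 37 degrees C).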
ATXN2 expr inh = ATXN2 expression inhibition; Potency, µM (highest dose often 57 µM), for the others: top-dose activity change, negative = inhibition, usual class: inhibitors; AID 1745845; 360,000 compounds, 0.72% hits; HEK-293 ATXN2-luciferase reporter, luminescence, 24 h; further: potency means the concentration at half of the fitted maximal effect; on the % scale 0 is the no-effect control and ±100 the full control effect; nearly all actives have a fitted effect of over 55% in size
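ATXN2-luciferase reporter cells (luciferase flanked by upstream and downstream ATXN2 gene portions) were treated 24 h at 37 °C with compounds at up to 57 uM. SteadyGlo luminescence gave expression; GF-AFC fluorescence gave viability.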
IL-1B inflam inh = inhibitors of inflammasome signaling (IL-1 beta secretion). 360,000 compounds, 4.7% hits. AID 743279. THP-1 LPS/ATP IL-1B secretion, AlphaLISA, 16 h; active compounds read low. activity change, % at 57.5 µM; in the data active means activity change below about -50%; inconclusive means mostly about -30% to -49%; further: on the % scale 0 is the no-effect control and ±100 the full control effect
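THP-1 cells pretreated 1 hr with compounds (up to 57.5 uM final), then stimulated with LPS (250 ng/mL final) plus ATP (1.25 mM final); secreted IL-1B measured by AlphaLISA after 16 hr, decreased signal indicating inhibition.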
* hit, by the source's call; i = inactive; ? = inconclusive; . = no result given; & = joins results of further samples; [ ] = remark or other dose. Unless noted, the call rests on the fitted dose curve; in most records, active means well fitted curve in the direction sought with a large enough effect; inconclusive means small, poorly fitted or top-dose-only effect, or another doubt; inactive means no such curve, though single readings can be large; an effect the other way counts as inactive or inconclusive.

SMILES	KB-3-1 cytotox	HT1080 IDH1KD tx	S2 tox	MCF10A rerep	HepG2 viability	SW480 rereplic	HT1080-NT tox	ATXN2 expr inh	IL-1B inflam inh
COc1cccc(N2CC(C(=O)OC(C)C(=O)c3ccccc3)CC2=O)c1 (stereo unspecified)	-1%	-4%	i	1%	1%	-5%	0%	0%	64
CC1CCN(C(=S)Nc2ccc(F)cc2)CC1	?	-44%	i	?	7%	-4%	-26%	-25%	-9
Cc1ccc([N+](=O)[O-])cc1N=Nc1c(-c2ccc([N+](=O)[O-])cc2)[nH]n(C(N)=S)c1=O	6%	?	?	3%	-34%	8%	?	?	?
CCOC(=O)C1(CC2CCCCO2)CCN(Cc2nccn2-c2cccc(C)c2)CC1 (stereo unspecified)	-8%	7%	?	5%	-36%	8%	-6%	.	10
CCOC(=O)Nc1ccc2nc3n(c(=O)c2c1)CCCCC3	11%	5%	i	-3%	-6%	1%	16%	42%[activator]	-8
Cc1nc(SCC(=O)NCC2CCCO2)c2c(C)c(C)sc2n1 (stereo unspecified)	.	12%	i	17%	-3%	-8%	-7%	7%	11
O=C(CC(c1ccccc1)c1ccccc1)Nc1ccc(C(=O)O)cc1	7%	-1%	i	2%	1%	-25%	-12%	1%	9
COc1ccc(CN(C)C(C)C(=O)Nc2cccc3ccccc23)cc1 (stereo unspecified)	-2%	-5%	i	27%	-6%	-102%[inhibitor]	-16%	-15%	-3
NS(=O)(=O)c1cc2c(cc1C(F)(F)F)NCNS2(=O)=O	0%	1%	i	9%	11%	4%	0%	3%&14%	5
O=c1cccc2n1Cc1cc3ccccc3nc1-2	-3%	0%	i	9%	-21%	14%	-4%	49%[activator]	-4
O=C(NCC1CCCO1)c1cc2ccccc2cc1O (stereo unspecified)	-2%	3%	i	1%	-3%	-1%	-13%	50%[activator]	5
O=C(NC1CCCCC1)C1CCN(c2cnccn2)CC1	4%	1%	i	0%	-5%	-1%	0%	-1%	5
CC(=O)N1CCc2cc(S(=O)(=O)NC(CC(C)C)C(=O)NCCc3ccc(C)cc3)ccc21 (stereo unspecified)	5%	.	?	.	2%	.	.	6%	.
CCN(CC)C(=O)c1ccccc1NC(=O)c1cccc(S(=O)(=O)N(CC)CC)c1	17%	0%	i	22%	-12%	1%	-4%	-4%	-16
CN(CCCNC(=O)C1CCC(=O)N1Cc1ccccc1Cl)c1ccccc1 (stereo unspecified)	-3%	-16%	i	13%	-16%	5%	-2%	-11%	-12
Cc1ccc(-c2cc3c(nn2)-c2ccccc2C3=O)cc1	-44%	?	i	13%	-39%	-7%	?	3.5µM*	3
COCCNC(=S)N(CCc1c(C)[nH]c2ccccc12)Cc1ccco1	-8%	-5%	i	?	-11%	10%	-2%	2%	-9
COc1ccc(O)c(-c2cc(-c3ccc(F)cc3)n[nH]2)c1	-17%	23µM*	i	?	-15%	2%	?	99%[activator]	-51*
O=C(NNC1=Nc2cccc3cccc1c23)c1ccccc1Br	-12%	-2%	?	?	-29%	81%	-1%	?	?
CCOc1ccc(N(CC(=O)NC2CCC(C)CC2)S(=O)(=O)c2c(C)noc2C)cc1 (stereo unspecified)	-1%	5%	i	7%	0%	-3%	9%	3%	37
CCOc1ccc(NS(=O)(=O)c2cc(NC(=O)CCC(=O)c3cccs3)ccc2Cl)cc1	-11%	?	i	6%	-33%	17%	-25%	0%	-26
CCCCOc1ccccc1C1NC(=O)NC(C)=C1C(=O)OCCOCC (stereo unspecified)	-15%	-13%[9.24 µM]	i	2%	-13%	-1%	-7%	2%	-2
COc1ccc(NC(=O)N2CCCC2C(=O)Nc2ccc(C)c(Cl)c2)cc1 (stereo unspecified)	?	10%	i	-2%	-3%	-5%	5%	-2%	88
COCCCNS(=O)(=O)c1ccc2c(c1)CCN2C(C)=O	14%	11%	?	2%	4%	-5%[9.22 µM]	14%	-6%	-14
O=C(Nc1nc2ccccc2[nH]1)c1ccc(F)cc1	?	?	i	2%	-36%	?	0%[9.24 µM]	?	-15
CS(=O)(=O)Nc1ccccc1C(=O)OCC(=O)NC1CC1	1%	-2%	i	3%	6%	-13%	-6%[9.24 µM]	-9%	-10
CCOC(=O)C1(Cc2ccccc2)CCCN(C2CCN(C(C)=O)CC2)C1 (stereo unspecified)	-10%	6%	i	1%	-1%	5%	0%	-17%	10
COCCNC(=S)c1ccc(OC)cc1	8%	-5%[9.24 µM]	i	0%	3%	-9%	-2%	14%	-15
CCOC(=O)c1c(N/N=C/c2ccncc2)n[nH]c1C	6%	8%	i	?	-10%	?	26%	1%	0
COc1cccc(CN(CC(=O)NCc2ccc(F)cc2)C(=O)c2ccco2)c1	10%	3%	i	0%	0%	-3%	0%	0%	0
Cc1ccc(Cn2nnc3c(=O)n(Cc4cc(C)ccc4C)cnc32)cc1	-2%	-2%	i	-2%	-20%	-3%	-6%	-5%	15
O=C(NCC(=O)N1CCN(c2ccccc2O)CC1)c1cccs1	-1%	-12%	i	23%	1%	6%	0%	3%	-12
C=CCN(Cc1nc(-c2cc(OC)ccc2OC)oc1C)C1CCS(=O)(=O)C1 (stereo unspecified)	13%	4%	i	-13%	3%	20%	8%	8%	27
O=C(Nc1nncs1)Oc1ccccc1	7%	1%	i	10%	0%	-11%	-1%	1%	-1
CCOc1ccc(CCNC(=O)CCN2C(=O)COc3ccccc32)cc1OCC	-3%	-3%	i	11%	0%	1%	6%	3%	-13
CC(C)c1ccc(S(=O)(=O)N2CCN(C(=O)CN3C(=O)NC4(CCCCC4)C3=O)CC2)cc1	0%	5%	i	6%	8%	-2%	15%	1%	-9
O=S1(=O)CC/C(=N/Nc2ccccn2)c2cc(F)ccc21	?	5%	i	7%	3%	3%	5%	?	-16
CC(C)(C)NC(=O)c1ccc(COCC(F)(F)F)o1	-6%	3%	i	3%	-40%	-1%	-1%	-6%	7
COCCC(=O)N1CCCC(CCC(=O)NCc2ccc(F)c(F)c2)C1 (stereo unspecified)	21%	-1%	i	1%	-10%	3%	10%	23%	0
CCC(C)[C@H](N)C(=O)NC[C@H]1CC[C@H](C(=O)N[C@@H](Cc2ccccc2)C(=O)O)CC1 (stereo partly specified)	2%	16%	.	2%	2%	5%	11%	-18%	-3
Cc1cc(C)c(S(=O)(=O)N2CCC(C(=O)NCc3ccncc3)CC2)c(C)c1	.	0%	i	4%	-7%	9%	9%	3%	-9
COC(=O)C1C(c2ccccc2)C(C(=O)N2CCOCC2)C1c1ccccc1 (stereo unspecified)	-9%	1%	i	1%	6%	-2%	3%	-1%	6
CCOC(=O)c1cc(NC(=O)N2CCOCC2)c(C)nc1C	-3%	16%	i	-2%	-3%	-3%	18%	3%	1
Nc1nnnn1/N=C/c1cccc(O)c1	4%	-3%	i	1%	2%	-3%	1%	8%	32
COc1ccc(NC(=O)CSc2nccn2Cc2ccccc2)cc1	.	-13%	i	5%	11%	0%	-12%	20%	13
Cn1c(N)c(C(=O)COC(=O)/C=C/c2cccc(F)c2)c(=O)n(C)c1=O	2%	10%	i	-3%	18%	-5%	1%	0%	-4
O=C(NCCc1ccc(Cl)cc1)C1CCCN(c2ncnc3c2nc2n3CCCCC2)C1 (stereo unspecified)	0%	8%	i	-5%	1%	-21%	14%	4%	42
N#CCCn1cc(C(=O)O)c(-c2cc3ccccc3o2)n1	12%	13%	i	0%	2%	-9%	10%	21%	8
CCCCC[C@@H]1C=C(C(=O)O)[C@H](c2ccc3c(c2)OCO3)N1S(=O)(=O)c1ccc(C)cc1	0%	-9%	i	2%	-15%	11%	-9%	-7%	49
Cc1ccc(C(=O)Cn2c(C)cc(C)c(C#N)c2=O)cc1	0%	19%	i	-7%	3%	-3%[9.22 µM]	9%	6%	?
COC(=O)c1ccc(CSC2=NC[C@@H]3[C@@H]4C(=O)N(Cc5ccccc5)C(=O)[C@@H]4[C@](Cc4ccccc4)(C(=O)OC)N23)cc1	-4%	11%	i	35%	1%	-1%[9.22 µM]	12%	-1%	62
CCn1cc(C(=O)N2CCN(c3cccc(Cl)c3)CC2)c2cc(OC)c(OC)cc2c1=O	?	?	?	?	-15%&-6%	?	?	-36%&-18%	-2
COC(=O)C1CCN(Cc2cc(=O)oc3cc(OC)ccc23)CC1	1%	0%	i	12%	1%	-1%	0%	3%	7
O=C(CNS(=O)(=O)c1ccccc1F)Nc1ccc(N2CCOCC2)cc1	-2%	3%	i	11%	-1%	2%	-5%	-1%	18
CCc1nc2ccc(C(=O)Nc3cccc(OCC(=O)N(C)C)c3)cn2c1N(CCN(C)C)CC1CC1	-3%	9%	i	.	4%	.	8%	9%	-16
Cc1cc(C)c(NC(=O)CCn2nnc3ccccc32)c(C)c1	1%	-1%	i	3%	1%	5%	0%	7%	34
Cc1ccc(N2CC(C(=O)OCC(=O)Nc3ccccc3F)CC2=O)cc1 (stereo unspecified)	-2%	-4%	i	-16%	-35%	?	-18%	-17%	16

Single records, from the list above. Order of screens: KB-3-1 cytotox | HT1080 IDH1KD tx | S2 tox | MCF10A rerep | HepG2 viability | SW480 rereplic | HT1080-NT tox | ATXN2 expr inh | IL-1B inflam inh
COC(=O)C1CCN(Cc2cc(=O)oc3cc(OC)ccc23)CC1 reads 1% | 0% | i | 12% | 1% | -1% | 0% | 3% | 7
Cc1cc(C)c(NC(=O)CCn2nnc3ccccc32)c(C)c1 reads 1% | -1% | i | 3% | 1% | 5% | 0% | 7% | 34
CCn1cc(C(=O)N2CCN(c3cccc(Cl)c3)CC2)c2cc(OC)c(OC)cc2c1=O reads ? | ? | ? | ? | -15%&-6% | ? | ? | -36%&-18% | -2
Cc1cc(C)c(S(=O)(=O)N2CCC(C(=O)NCc3ccncc3)CC2)c(C)c1 reads . | 0% | i | 4% | -7% | 9% | 9% | 3% | -9
